# High-throughput results from PubChem.
# CAL-PDZ inh HTS: untagged CAL PDZ binding inhibitors, primary screen, biochemical, fluorescence polarization, HTS | inhibition, % at 24.9 µM | purified CAL PDZ, TMR-peptide fluorescence polarization, 1 h | 300,000 compounds, 0.92% hits | Golgi-associated PDZ and coiled-coil motif-containing protein (Homo sapiens), Q9HD26;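 active = mean inhibition of at least 30% with at least half of replicates also reaching 30%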;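 note: 0% = DMSO neutral control and 100% = excess unlabeled competitor peptide PRC23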
# V-ATPase pHluor: regulators of yeast V-ATPase proton pumping, primary screen, pHLuorin cytosolic pH fluorescence; S. cerevisiae; response, % at 10 µM; 350,000 compounds, 0.37% hits; AID 504577, 2011; in the data active = response mostly above about 7.3%, no sharp cut-off; inactive = mostly below about 5.4%; note: actives read high; inactives centre near 0; some compounds called inactive have numbers as strong as hits; reference of the scale not given here
# MOR-DOR ag: agonists of OPRM1-OPRD1 heterodimerization, primary screen, cell-based, luminescence; Mu-type opioid receptor (Homo sapiens) + Delta-type opioid receptor (Homo sapiens), …; cells; activation, % at 9.3 µM; 340,000 compounds, 0.3% hits; in the data active = activation above about 18%;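 note: 0% = vehicle-treated cells and 100% = reference agonist; values of inactives mirror those of a sister screen read the other way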
# MOR-DOR inv ag: inverse agonists of MOR-DOR heterodimerization, primary screen, cell-based, luminescence. inhibition, % at 9.3 µM. AID 504357, 2011. 340,000 compounds, 0.21% hits. Mu-type opioid receptor (Homo sapiens) + Delta-type opioid receptor (Homo sapiens), …. cell-based MOR-DOR heterodimer luminescence, inverse agonism; in the data active = inhibition above about 22%, passing the limit was not always enough;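 note: 0% = cells with DMSO and 100% = wells without cells with DMSO; values of inactives mirror those of a sister screen read the other way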
# LANA DNA inh: inhibitors of KSHV C-LANA binding to DNA, primary screen, biochemical, fluorescence polarization, FAM-LBS DNA, MBP-C-LANA, single point | Kaposi's sarcoma herpesvirus LANA C-terminal domain (residues 932-1162) DNA binding | inhibition, % at 9 µM | 340,000 compounds, 0.078% hits | AID 504423, 2011;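 active = highest replicate inhibition at or above 60% at 9 µM, even if other replicates fall short; inactive = all replicates below 60% inhibition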;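 note: 0% = neutral control wells and 100% = 4 µM acridine orange control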
# HTR5A inv ctr: HTR5A inverse agonists in luminescence cell assay, primary screen, counter-screen for OPRM1-OPRD1 heterodimer inverse agonist project, full-deck HTS. HTR5A cell line, inverse agonism. inhibition, % at 9.3 µM. 340,000 compounds, 0.083% hits; in the data active = inhibition mostly above about 23%, no sharp cut-off; inactive = mostly below about 18%;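 note: 0% = cells with DMSO and 100% = no-cell wells with DMSO; some compounds called inactive have numbers as strong as hits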
# Target sequence (P47898 whole entry, looked up): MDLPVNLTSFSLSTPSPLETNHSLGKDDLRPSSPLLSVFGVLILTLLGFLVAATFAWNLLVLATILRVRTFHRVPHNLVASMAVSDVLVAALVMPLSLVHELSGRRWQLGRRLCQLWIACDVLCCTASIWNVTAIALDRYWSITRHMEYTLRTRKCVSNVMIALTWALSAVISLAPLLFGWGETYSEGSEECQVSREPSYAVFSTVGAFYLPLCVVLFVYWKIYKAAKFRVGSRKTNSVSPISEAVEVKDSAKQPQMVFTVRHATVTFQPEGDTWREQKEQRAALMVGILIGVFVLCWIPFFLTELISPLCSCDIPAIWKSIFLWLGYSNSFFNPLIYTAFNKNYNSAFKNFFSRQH
# RTF Ca sens act: cardiac RTF calcium sensitivity activators, primary screen, biochemical, IANBD-TnC fluorescence, EC20 calcium. IANBD-labeled TnC RTF fluorescence at EC20 calcium; 0% EC20 calcium, 100% full calcium. 340,000 compounds, 0.24% hits. activation, % at 7.2 µM. Troponin I, cardiac muscle (Homo sapiens) + Troponin T, cardiac muscle (Homo sapiens) + …. AID 493008, 2010;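 active = activation above the mean over all tested compounds plus 3 SD, cut at about 30% in these data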;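 note: rise in fluorescence read as greater calcium sensitivity of cardiac thin filaments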
# Cardiac RTF inh: cardiac RTF calcium sensitivity inhibitors, primary screen, biochemical, IANBD-TnC fluorescence, EC70 calcium; IANBD-labeled cardiac RTF, Ca2+ fluorescence; inhibition, % at 7.15 µM; Troponin I, cardiac muscle (Homo sapiens) + Troponin T, cardiac muscle (Homo sapiens) + …; 340,000 compounds, 0.12% hits;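 active = inhibition above the mean inhibition of all tested compounds plus 3 SD, cut at about 17% in these data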;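 note: assay run at fixed EC70 calcium of 1.6 mM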
# Keap1 Nrf2 FP: Keap1-Nrf2 protein-protein interaction inhibitors, primary screen, biochemical, fluorescence polarization, single point | Kelch-like ECH-associated protein 1 (Homo sapiens), Q14145 | Keap1 Kelch-Nrf2 peptide fluorescence polarization, 1536-well | inhibition, % at 9.4 µM | 340,000 compounds, 0.15% hits | AID 504523, 2011; in the data active = inhibition above about 12%;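 note: human Keap1 Kelch domain with fluorescein labeled Nrf2 9mer peptide probe; 0% = neutral control wells and 100% = peptide positive control; higher means more block of Keap1 binding to Nrf2 peptide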
# Target sequence (Q14145 whole entry, looked up, the tested form may be a part): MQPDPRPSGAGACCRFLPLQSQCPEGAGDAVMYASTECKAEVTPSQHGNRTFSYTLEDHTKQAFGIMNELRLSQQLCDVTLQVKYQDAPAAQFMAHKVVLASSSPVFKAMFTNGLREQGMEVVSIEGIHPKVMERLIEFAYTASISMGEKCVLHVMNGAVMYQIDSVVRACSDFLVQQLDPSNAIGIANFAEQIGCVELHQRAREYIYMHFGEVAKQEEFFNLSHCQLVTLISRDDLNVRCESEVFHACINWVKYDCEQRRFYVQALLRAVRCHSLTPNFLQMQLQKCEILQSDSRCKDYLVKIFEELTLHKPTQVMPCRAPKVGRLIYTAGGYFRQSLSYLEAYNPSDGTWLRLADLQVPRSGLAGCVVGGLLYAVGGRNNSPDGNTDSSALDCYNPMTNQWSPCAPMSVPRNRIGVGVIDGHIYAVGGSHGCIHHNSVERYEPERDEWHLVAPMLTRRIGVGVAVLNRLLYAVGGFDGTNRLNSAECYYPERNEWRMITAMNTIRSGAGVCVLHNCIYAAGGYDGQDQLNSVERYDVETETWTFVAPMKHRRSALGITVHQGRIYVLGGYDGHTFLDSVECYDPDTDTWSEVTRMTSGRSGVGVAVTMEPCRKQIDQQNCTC
# HTR5A ag ctr: HTR5A agonists in luminescence cell assay, primary screen, counter-screen for OPRM1-OPRD1 heterodimer agonist project, full-deck HTS; 5-hydroxytryptamine receptor 5A (Homo sapiens), P47898; cell-based; activation, % at 9.3 µM; 340,000 compounds, 0.61% hits; AID 504692, 2011; in the data active = activation mostly above about 9.5%, no sharp cut-off; inactive = mostly below about 7.6%;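 note: 0% = cells with vehicle only and 100% = reference agonist; strong numbers were not always called active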
# Active calls of the source: *; / = not tested or not shown.
SMILES,CAL-PDZ inh HTS,V-ATPase pHluor,MOR-DOR ag,MOR-DOR inv ag,LANA DNA inh,HTR5A inv ctr,RTF Ca sens act,Cardiac RTF inh,Keap1 Nrf2 FP,HTR5A ag ctr
COc1ccccc1N(C(=O)CNC(=O)c1ccco1)C(C(=O)NC1CCCCC1)c1ccncc1 (configuration not stated),1,2,-2.2,13,0.9,1,0,7,-2,1
O=C(N/N=C/c1c[nH]c2ccccc12)c1cc(Cl)ccc1O,-2,3,-3.2,15,0.4,-14,-4,2,-2,4
COc1ccc(Oc2ccc(N/C=C3\CCCC3=O)cc2)cc1,/,0,-0.7,4,-0.4,-1,1,-4,7,3
Cn1cccc1C(=O)NNC(=O)COc1ccc(C#N)cc1,/,0,-4.0,16,-1.6,8,4,-6,-4,-1
CCCc1ccc(S(=O)(=O)Nc2ccc(C)c(NS(C)(=O)=O)c2)cc1,-3,-2,/,/,0.1,/,/,/,-2,/
CCCCC(Sc1nc(C)c(Cc2ccccc2)c(=O)[nH]1)C(=O)O (configuration not stated),-6,0,-2.4,12,-0.7,-7,-3,1,0,2
C/C(=N\NC(=O)c1nn(C)cc1Br)c1cccc(NC(=O)C2CCCC2)c1,1,5,-0.4,3,-2.9,-16,-8,-6,4,-7
CCOC(=O)C1CCN(Cc2coc3c(Cl)cc(Cl)cc3c2=O)CC1,-2,1,0.3,-2,0.7,10,3,-7,1,-4
Cn1c(=O)oc2cc(S(=O)(=O)N3CCCC(C(=O)Nc4ccccn4)C3)ccc21 (configuration not stated),/,1,-0.9,5,-0.1,-5,-2,-7,0,2
C/C(=N\N(Cc1ccccc1)c1ccccc1)c1ccncc1,1,-3,3.2,-16,-1.4,11,-10,1,3,-1
COc1cccc2cc(C(=O)Nc3ccccc3C)/c(=N/O)oc12,-3,5,-1.3,8,-2.0,-15,-2,-4,0,4
Cn1c(=O)[nH]c(=O)c2c1nc(SCCC(=O)O)n2Cc1cccc(Br)c1,-4,-1,-2.7,13,9.3,8,0,2,-1,-2
O=C(CC(=O)NN=C1CCCCCC1)NCc1cccnc1,-1,3,1.5,-8,0.7,-6,3,4,2,2
CC1(C)Cc2c(sc(NC(=O)c3ccco3)c2C(=O)O)CO1,0,6,-0.5,3,-2.6,-18,1,-5,4,7
CC1CN(C(=O)CSc2nc(-c3ccccc3)cs2)CC(C)O1 (configuration not stated),-3,-4,1.2,-7,-2.7,5,6,-1,-2,-2
CCN1CCN(C(=O)CN2C(=O)COc3ccc(S(=O)(=O)N4CCOCC4)cc32)CC1,-1,2,-3.0,16,0.2,-9,-3,6,-1,2
FC(F)(F)c1cc(N2CCOCC2)nc(-c2ccccc2)n1,0,-1,-1.6,7,0.0,-18,-6,16,0,2
Cc1ccc(-c2noc(CCC(=O)N3CCN(c4cc(C)ccc4C)CC3)n2)cc1,-4,3,1.8,-9,-1.8,5,1,-4,0,-1
CN(C)CC1CCC/C(=C\c2ccc(OC(=O)/C=C/c3ccccc3)cc2)C1=O (configuration not stated),1,10,-2.1,11,2.3,8,-3,-5,-3,-2
CC(C)N(Cc1ccccc1)S(=O)(=O)c1ccc2c(c1)NC(=O)CO2,7,-1,0.2,-1,-1.5,-1,-2,3,2,-3
O=C(Nc1cc(SCCO)cc([N+](=O)[O-])c1)c1ccco1,-4,2,-2.4,12,0.2,-6,-2,-5,-1,2
Cc1ccc(C)c(NC(=O)COc2cccc3c2CCN(Cc2ccccc2C)C3=O)c1,-2,-2,2.2,-11,0.1,1,8,-5,-6,0
O=C(CSc1n[nH]c(=O)n1-c1ccccc1)N1CCOCC1,-1,0,-3.0,14,0.6,11,1,5,1,-3
CN(CC(=O)Nc1ccc(Cl)c(Cl)c1)C(=O)C12CC3CC(CC(C3)C1)C2,-5,-2,3.0,-15,1.3,12,1,-9,-4,-5
COc1ccc(-c2c(C)sc(NC(=O)c3ccnn3C)c2C#N)cc1,-3,3,1.4,-8,2.3,-9,1,-10,-6,4
# Next section.
SMILES,CAL-PDZ inh HTS,V-ATPase pHluor,MOR-DOR ag,MOR-DOR inv ag,LANA DNA inh,HTR5A inv ctr,RTF Ca sens act,Cardiac RTF inh,Keap1 Nrf2 FP,HTR5A ag ctr
Cc1ccc(S(=O)(=O)N2CCN(C(=O)c3cc(S(=O)(=O)N(C)C)ccc3N3CCCC3)CC2)cc1,/,-2,-0.2,1,-1.2,7,-13,-3,1,2
COC(=O)c1cc(OC)c(OC)cc1NC(=O)Nc1ccccc1OC,-1,-1,-2.4,11,0.7,6,5,-6,1,0
O=C(CNC(=O)c1cccs1)NCC(=O)OCc1c(Cl)cccc1Cl,-1,4,-0.3,2,-0.6,-9,12,-6,-6,7
CC1=C(C(=O)Nc2ccc(CC(=O)NCc3ccccc3C)cc2)SCCO1,-2,-2,0.7,-4,-0.1,-21,-2,-5,-3,2
Cc1cc(C)nc(/N=C(\N)Nc2cccc([N+](=O)[O-])c2)n1,/,6,-3.0,16,-0.8,-2,11,-5,5,4
CC(OC(=O)C1=COCCO1)C(=O)Nc1cccc(S(=O)(=O)N2CCOCC2)c1 (configuration not stated),-1,-2,-1.3,7,-1.2,4,3,-4,-4,-2
CCOC(=O)c1c(NC(=O)CSc2nc3c(c(=O)n(C)c(=O)n3C)n2CC)sc(C)c1C,-1,-3,0.2,-1,0.6,-13,8,-1,-3,5
O=Cc1ccccc1-c1cn(CN2C(=O)c3ccccc3C2=O)nn1,-6,3,-1.0,6,-0.7,6,2,-3,-2,-2
O=C(NCc1ccco1)/C(=C/c1cccnc1)NC(=O)c1cccc(Br)c1,-3,-1,-3.6,16,0.3,12,2,-4,-4,-4
COc1cc(NC(=O)c2ccccc2Cl)c(OC)cc1NC(=O)CN1CCCCC1,-1,4,-1.9,9,0.1,-5,-2,-14,3,0
Cc1cc([N+](=O)[O-])nn1Cc1ccc(C(=O)N/N=C/c2ccccc2)cc1,-7,-4,-1.7,9,-1.1,15,0,3,-1,-7
O=C(c1cc(Br)c[nH]1)N1CCSCC1,-2,0,-1.8,8,-2.1,-10,3,-6,0,3
CCn1cc2nc(SCC(=O)Nc3ccccc3F)n(Cc3ccccc3)c(=O)c2n1,-6,-5,-1.5,8,-0.5,-4,0,-7,-3,1
COC(=O)c1ccc(S(=O)(=O)NCc2ccco2)n1C,/,1,-2.9,15,-0.2,-8,1,-3,-5,-4
Cc1ccc(CNC(=O)C(Cc2ccccc2)NS(=O)(=O)c2ccc(Br)s2)cc1 (configuration not stated),-4,-2,2.5,-14,3.4,6,-4,11,-9,3
Cc1cccc(C)c1NC(=O)NC1(C(=O)NCCN2CCOCC2)CCCCC1,5,-1,-1.6,8,-1.4,-5,-6,6,-2,2
COc1cc(C2Nc3cc(Cl)c(S(N)(=O)=O)cc3S(=O)(=O)N2)cc(OC)c1OC (configuration not stated),-1,-2,-1.8,10,-1.0,11,2,0,1,3
Cc1nnc2sc(COc3ccccc3)nn2c1=O,0,-4,-1.2,6,-0.8,14,2,-11,-5,-4
Cc1ccc(C(=O)NC(=S)Nc2ccc3[nH]c(=O)[nH]c3c2)cc1C,0,-1,0.1,-1,-0.1,-8,3,-9,1,2
O=C(CC1C(=O)NCCN1C(=O)Nc1ccc(Cl)cc1)Nc1ccc(F)cc1 (configuration not stated),0,0,-2.7,14,-0.8,7,4,0,1,-2
Cc1csc2nc(CNS(=O)(=O)c3ccc4c(c3)OCCO4)cn12,0,-4,-0.8,5,-0.6,-10,2,-2,2,-2
O=C(NCCc1ccc2c(c1)OCCO2)c1ccccn1,-2,0,-2.3,15,0.2,-7,4,11,2,2
O=C(CCNS(=O)(=O)c1cccc2nsnc12)NCc1ccco1,-2,-6,-3.6,19,0.3,-3,0,-4,-5,1
O=C(CCCN1C(=O)CSc2ncccc21)N1CCN(c2cccc(C(F)(F)F)c2)CC1,-5,-1,-1.1,6,0.5,-24,1,-5,1,9
CC(=O)NCCc1cnc[nH]1,0,0,-0.9,5,-5.7,1,0,0,1,1
# Later entries:
SMILES,CAL-PDZ inh HTS,V-ATPase pHluor,MOR-DOR ag,MOR-DOR inv ag,LANA DNA inh,HTR5A inv ctr,RTF Ca sens act,Cardiac RTF inh,Keap1 Nrf2 FP,HTR5A ag ctr
O=C(COc1ccc(Cl)cc1Cl)NCc1ccco1,0,-1,0.0,0,0.1,-27,-5,-5,-1,10
Cc1ccccc1OCCNc1cc(N2CCN(CCO)CC2)ccc1[N+](=O)[O-],-3,-2,1.1,-6,0.8,10,-2,-14,2,0
O=C(O)c1ccccc1C(=O)Nc1ccccc1[N+](=O)[O-],-9,3,-0.7,4,0.6,5,1,1,3,2
Cc1ccc(-c2cc(C(=O)NCCCN3CCOCC3)c3ccccc3n2)cc1,4,4,-2.1,12,0.3,-7,3,0,5,1
CN(C)CCN(Cc1ccco1)c1ccccn1,0,5,-2.4,12,-2.5,11,-1,1,-1,-3
O=C(CCC(=O)N1CCOc2ccc(Cl)cc21)NCCCN1CCN(c2ccccc2F)CC1,1,2,-0.4,2,1.0,3,3,-12,1,2
CCn1c(COc2ccc(=O)n(-c3ccccc3)n2)nnc1SCc1ccc(OC)cc1,5,-2,-1.9,10,-0.8,3,-7,5,-1,-3
COc1cc(NC(=O)C2CCCCC2)c(OC)cc1NC(=O)CN1CCCCC1,-2,-2,6.6,-37,-0.1,14,3,-6,-2,1
C[C@@H]1CN([C@@H](C)CO)C(=O)Cc2cc(NC(=O)Nc3ccc(F)cc3)ccc2O[C@@H]1CN(C)Cc1ccc(Cl)c(Cl)c1,-3,1,2.9,-16,0.5,2,4,0,-6,1
COC(=O)CCCCNC(=O)Nc1ccccc1,0,1,-0.6,3,-1.6,-6,0,-4,-4,-2
O=C(COC(=O)c1ccc(Br)cc1)NC1CCCC1,-2,1,0.2,-2,-2.8,15,4,4,-1,1
Cc1ccccc1NC(=S)NC12CN3CN(CN(C3)C1)C2,-2,-1,-2.9,15,-0.4,4,3,-4,-3,-1
CN(C(=O)CSc1nnc(N)s1)c1c(N)n(Cc2ccccc2)c(=O)[nH]c1=O,/,-4,-5.4,22,-1.6,-16,0,-20,1,2
C/C(=N/NS(=O)(=O)c1ccccc1)c1ccc(NC(=O)C(F)(F)F)cc1,-2,3,-2.8,17,-0.5,4,-2,-15,-2,-2
Cc1cccc(NC(=O)CO/N=C/c2ccc3c(c2)OCO3)c1,-4,-3,0.8,-4,0.5,-6,2,4,-6,2
Cc1ccc(/C=c2/sc3n(c2=O)CCCN=3)o1,/,0,0.6,-3,4.2,-14,8,-8,0,0
CC(C)(C)NC(=S)NCCc1ccccc1,-2,1,-0.8,3,0.5,23,-1,-4,2,-2
